# ZTA DNA inh: ZTA (EBV) inhibition in EBNA-1 counter-screen; AID 2234; actives 0.15% (n = 320,000); ZTA-DNA binding, fluorescence polarization; P03206; inhibition, % at 11 µM; in the data active = inhibition above about 33%
# AHR act: activators of human aryl hydrocarbon receptor; AHR-responsive luciferase reporter cells, luminescence; activation, % at 5 µM; AID 2796; actives 2.5% (n = 320,000); P35869; in the data active = activation above about 47%;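 also: 0% = vehicle wells and 100% = reference agonist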
# procasp7 counter: counter-screen: procaspase-7 (human) activation; P55210; activation, % at 8.5 µM; recombinant procaspase-7, Ac-DEVD-pNA absorbance 405 nm; D23A/D198A/D206A triple mutant, cannot self-cleave; scale: DMSO 0, 5 µM enzyme 100; actives 0.093% (n = 330,000);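 active = percent activation above the screen-wide mean plus 3 SD, cut at about 25% in these data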
#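 System: Uncleavable procaspase-7 mutant enzyme; Amount: 2 µM procaspase-7 mutant as dispensed; Schedule: 1 h compound preincubation, 2 h substrate cleavage, 25 °C; Measured by: 405 nm absorbance of p-nitroaniline; Evaluation: percent activation from buffer-corrected 0–120 min absorbance change; Control set: low DMSO alone, high DMSO plus 5 µM PC-7.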
# procasp3 activ: procaspase-3 (human) activation; activation, % at 8.5 µM; AID 463141; P42574; recombinant procaspase-3 D3A, Ac-DEVD-pNA absorbance 405 nm; actives 0.11% (n = 330,000);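 active = activation above the mean of all tested compounds plus 3 SD, cut at about 21% in these data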;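 also: 0% = DMSO alone and 100% = DMSO wells spiked with extra 5 µM PC-3 D3A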
#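 Assay system: Procaspase-3 D3A mutant, all three cleavage aspartates alanine. Buffer or medium: Zinc-free HEPES saline buffer with Triton X-100. Times: 1 h compound preincubation, 2 h substrate hydrolysis at 25 °C. Measured by: 405 nm absorbance of p-nitroaniline, reads at 0 and 120 min. Read-out basis: percent activation relative to control range. Replicates: singlicate.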
# LAP4-GFP MLPCN: alters LAP4-GFP fluorescence in TOR pathway yeast screen; S. cerevisiae LAP4-GFP multiplex, flow cytometry GFP, 3 h; median GFP as percent of DMSO wells; GFP response vs DMSO, % at 10 µM; actives 0.34% (n = 320,000);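 active = GFP response vs DMSO above a set limit, about the screen mean plus 3 SD, cut at about 150% in these data; inconclusive = under 70 cell events counted for the yeast strain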
# EBNA-1 inh: blocks EBNA-1 binding to DNA; EBNA-1 DNA binding, fluorescence polarization; inhibition, % at 14.8 µM; actives 0.34% (n = 300,000); AID 1950; in the data active = inhibition above about 28%
# RPL19A-GFP yeast: modulators of TOR pathway RPL19A-GFP in S. cerevisiae | S. cerevisiae RPL19A-GFP strain, flow cytometry, 3 h; hits give low values | percent response vs DMSO, % at 10 µM | actives 0.3% (n = 330,000) | AID 2025;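 active = percent response vs DMSO below 50%; inconclusive = fewer than 70 events counted for the yeast strain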;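 also: median channel GFP fluorescence of the barcoded RPL19A-GFP strain; ratio of sample median GFP to plate DMSO average so 100% = DMSO; lower means less RPL19A-GFP as with rapamycin TOR inhibition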
# MEP2-GFP yeast: yeast TOR pathway MEP2-GFP modulation; S. cerevisiae MEP2-GFP strain, flow cytometry GFP, 3 h; 100% = DMSO control level; GFP response vs DMSO, % at 10 µM; actives 0.51% (n = 330,000); AID 2016;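 active = GFP response versus DMSO above a set limit, roughly screen mean plus 3 SD, cut at about 180% in these data; inconclusive = fewer than 70 cells counted for a yeast strain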;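 also: median GFP fluorescence of the barcode-gated MEP2-GFP cells per well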
# Active calls of the source: *; ? = inconclusive; · = not tested or not shown.
SMILES,ZTA DNA inh,AHR act,procasp7 counter,procasp3 activ,LAP4-GFP MLPCN,EBNA-1 inh,RPL19A-GFP yeast,MEP2-GFP yeast
O=C(CSc1nnc(Cc2ccccc2)o1)N1CCOCC1,-2,-2,12,-2,95,4,97,101
Cc1ccc(Oc2nnc(-c3ccccc3)c3ccccc23)cc1,-2,1,-7,2,110,10,100,94
CC(NS(=O)(=O)c1ccc(Br)cc1)C(N)=O (stereo not given),6,-5,-5,-3,92,0,92,91
CC1(C)Cc2c(cnn2-c2ccc(F)cc2)C(NC(=O)CCCN2CCCCC2=O)C1 (stereo not given),0,-2,-8,6,100,0,83,91
NC(=O)NC(c1ccccc1)c1ccccc1,8,0,-5,3,91,-14,103,89
COc1ccc(-c2nc3ccccc3nc2-c2ccccc2)cc1,-4,2,1,-1,111,-2,97,94
Cc1ccc(/C=C/C(=O)NC(=S)N2CCN(c3ccc(F)cc3)CC2)cc1,2,-4,-3,10,124,2,102,109
Oc1c(CN2CCCCC2)cc(Br)c2cccnc12,-14,20,-9,-2,227*,-7,91,119
CCOc1ccc(-n2c(=S)sc3c(=O)[nH]c(SCC(=O)N4CCC(C)CC4)nc32)cc1,-12,0,-1,1,99,-1,95,99
COc1ccc(NC(=O)NC2(C(=O)N3CCCCC3)CCCCC2)cc1,-10,3,-8,8,102,-9,101,98
COc1ccc(NC(=O)CCN2C(=O)c3ccccc3S2(=O)=O)c(OC)c1,-12,4,-1,2,91,5,112,107
Cc1ccn2c(C(=O)CSc3ccc(Cl)cc3Cl)c(C)nc2c1,4,1,5,-4,104,1,·,110
Cc1cccc(OCC(=O)N2CCN(C(=O)Cc3ccccc3)CC2)c1,6,3,2,-2,97,4,98,100
CSc1ccccc1C(=O)NCc1ccc(S(N)(=O)=O)cc1,1,1,-6,8,98,-8,99,98
CCOC(=O)C1=C(C)n2c(s/c(=C/c3cccc([N+](=O)[O-])c3)c2=O)=NC1c1ccc(O)c(OC)c1 (stereo not given),-3,6,-17,-3,96,8,95,88
C=CCn1c(C)cc(C(=O)COC(=O)[C@@H](NC(=O)c2ccccc2Cl)C(C)C)c1C,-6,1,4,0,101,3,102,102
Cc1nn(-c2ccccc2)c(N)c1C(O)(CC(=O)C(F)(F)F)C(F)(F)F (stereo not given),3,0,-3,-6,84,-2,99,87
Cc1ccc(CNC(=O)C2CCC(=O)N(CCc3ccccc3)C2)s1 (stereo not given),11,2,-2,5,103,0,106,104
Nc1ccccc1Nc1nc2ccccc2[nH]1,2,95*,-3,8,105,4,100,92
O=C(CN1C(=O)c2ccccc2C1=O)Nc1nccs1,3,0,-3,2,99,3,88,90
c1cc(N2CCCC2)ccc1C(c1nnnn1C1CCCCC1)N1CCOCC1 (stereo not given),-11,1,-33,-17,97,-6,93,94
N#Cc1ccc(/C=C/C(=O)c2cccnc2)cc1,16,1,5,-2,105,3,94,87
COC(=O)c1cccc(-c2ccc(C(c3c(C)[nH][nH]c3=O)c3c(C)[nH][nH]c3=O)o2)c1,-10,2,-12,-6,110,-3,100,107
C[C@@H]1CC=C[C@H]2[C@H]1C(=O)N(Cc1ccccc1)[C@H]2c1ccc(Br)cc1F,10,1,0,2,100,10,104,104
O=C(CC12CC3CC(CC(C3)C1)C2)Nc1cccc2ncccc12,-14,-2,6,-5,93,-16,93,97

# Among those listed so far, 2 have two or more sulfur atoms:
SMILES,ZTA DNA inh,AHR act,procasp7 counter,procasp3 activ,LAP4-GFP MLPCN,EBNA-1 inh,RPL19A-GFP yeast,MEP2-GFP yeast
CCOc1ccc(-n2c(=S)sc3c(=O)[nH]c(SCC(=O)N4CCC(C)CC4)nc32)cc1,-12,0,-1,1,99,-1,95,99
CSc1ccccc1C(=O)NCc1ccc(S(N)(=O)=O)cc1,1,1,-6,8,98,-8,99,98

# Next part.
SMILES,ZTA DNA inh,AHR act,procasp7 counter,procasp3 activ,LAP4-GFP MLPCN,EBNA-1 inh,RPL19A-GFP yeast,MEP2-GFP yeast
CC(C)c1ccc(-c2nn(-c3ccccc3)cc2C2C(C#N)=C(N)OC3=C2C(=O)CC(C)(C)C3)cc1 (stereo not given),19,34,3,0,101,-4,100,96
CCCSc1nc2c(c(=O)n(C)c(=O)n2C)n1Cc1ccc(C)cc1,2,2,2,0,90,0,97,95
O=C(O)c1ccccc1Cc1nc2cc(Cl)ccc2c(=O)[nH]1,15,1,8,-2,102,0,103,99
CCOc1ccccc1/C=C(\C(=O)O)c1ccc(S(=O)(=O)N2CCCCC2)s1,·,1,0,3,96,·,93,101
N#CC1(NC(=O)CSc2nnc(COc3ccccc3F)n2N)CCCCC1,0,3,-3,-6,96,-14,99,100
Cc1csc(=O)n1CC(=O)Nc1ccc(S(C)(=O)=O)cc1,·,-2,-6,-2,88,·,98,87
COc1ccc(OC)c(C2CC(=O)NC(SC)=C2C#N)c1 (stereo not given),-6,3,-1,6,101,7,99,106
Cc1cc(C)c(NC(=O)CN(C)C(C)C(=O)N2CCc3ccccc32)c(C)c1 (stereo not given),13,7,7,2,93,·,98,92
COc1ccc(/C(N)=N/OC(=O)Cc2ccccc2)cc1,9,-9,1,3,94,3,106,90
CCN(CC)S(=O)(=O)c1ccc(NC(=O)CN(c2ccc(OC)cc2OC)S(C)(=O)=O)cc1,-3,2,3,10,97,-6,100,103
OCCNc1nc(Nc2ccc(Cl)cc2)nc(N2CCCC2)n1,7,14,12,0,115,-5,104,99
O=C(CNS(=O)(=O)/C=C/c1ccccc1)OCC(=O)N1CCC(Cc2ccccc2)CC1,13,-1,12,5,108,2,101,104
Cc1nc2ccc(S(=O)(=O)c3ccc4nc(C)[nH]c4c3)cc2[nH]1,-6,-2,4,-8,94,-13,95,99
O=C(COC(=O)c1cccs1)Nc1ccccc1Cl,-6,-1,7,10,107,-1,109,111
C#CCOCCOCCOCCNc1nc(N2CCN(C(=O)CCCCCCCCCCNC(=O)[C@H](CCCCN)n3cc(CCCC(=O)O)nn3)CC2)nc(N2CCN(C(=O)CCCCCCCCCCNC(=O)[C@@H]([C@H](C)O)n3cc(C)nn3)CC2)n1,5,-2,9,-2,114,7,102,94
Cc1cc(C(F)F)n2nc(C(=O)Nc3ccc(F)cc3F)nc2n1,3,-5,0,1,97,10,94,108
COC(=O)c1sc(SC)c(-c2ccon2)c1C,-13,0,7,2,108,3,95,92
O=C(O)CCCSCC(=O)Nc1ccccc1,-5,-1,4,9,117,2,103,106
CC(C(=O)N1CCc2ccccc21)n1cccc1 (stereo not given),4,15,9,11,96,-16,99,103
Cc1cccc(OCc2nnc(SCC(=O)NCCc3ccccc3)o2)c1,-8,2,9,7,99,4,99,101
Cc1ccc(NC(=O)NNS(=O)(=O)c2ccc(Br)cc2)cc1,-14,1,0,-2,99,7,103,105
CCOC(=O)C1=C(COC(=O)c2ncc(Cl)c(Cl)c2Cl)NC(=O)NC1C (stereo not given),2,3,2,1,?,-6,90,102
Cc1nn(CC(=O)OCC(=O)Nc2ccccc2[N+](=O)[O-])c(C)c1[N+](=O)[O-],6,-2,-9,-3,94,8,106,107
O=C(OCc1ccc(Cl)cc1)c1cccnc1Cl,-8,-1,6,10,102,-8,94,100
NS(=O)(=O)c1cc([N+](=O)[O-])ccc1NCc1cccnc1,-2,2,1,-2,105,-4,108,112
# Following part
SMILES,ZTA DNA inh,AHR act,procasp7 counter,procasp3 activ,LAP4-GFP MLPCN,EBNA-1 inh,RPL19A-GFP yeast,MEP2-GFP yeast
Cc1cccc(C)c1NC(=O)CNC(=O)C1COc2ccccc2O1 (stereo not given),5,4,-2,-3,105,·,96,98
CCC(=O)Nc1c2c(nn1-c1ccccc1C)CSC2,-6,0,-6,0,95,12,96,101
C=CCNC(=O)c1onc(CSc2cccc(C)c2)c1C(=O)O,-1,1,8,6,98,8,98,102
COc1ccc(NC(=S)NN(C)C(=S)Nc2ccc(OC)cc2)cc1,-24,25,-14,-4,94,-3,105,97
CC(=O)c1cccc(CN2CCC(n3nccc3NC(=O)CCCc3ccccc3)CC2)c1,0,-3,1,7,100,3,97,95
COC(=O)NNC1=CC(=O)CC(C)(C)C1,6,1,7,1,90,-11,95,88
O=C(COc1ccc([N+](=O)[O-])cc1Cl)Nn1cnnc1,-7,0,-6,3,97,6,101,99
CS(=O)(=O)c1cccc(C(=O)OCCCC(=O)c2ccccc2)c1,·,1,8,1,103,·,100,102
CC(C)(C)n1cnc2cc(NCc3ccccc3O)ccc21,1,5,16,5,93,1,98,90
COc1ccc2cc(C3OCCO3)c(Cl)nc2c1,-1,5,7,-1,105,-4,99,105
Cc1ccc(N2CC(C(=O)N3CCC(C(=O)Nc4nnc(C(C)(C)C)s4)CC3)CC2=O)cc1 (stereo not given),9,-1,12,8,101,8,102,95
Oc1oc(-c2ccc(Br)cc2)nc1C=Nc1ccc(Br)cn1,5,0,-5,10,92,2,101,101
COC(=O)C1CCCN1C(=O)COc1ccc(Br)cc1Cl (stereo not given),-2,2,5,8,101,10,100,91
COc1ccccc1-n1cc(CN2CCN(CC(C)C)C(CCO)C2)cn1 (stereo not given),-14,3,-4,1,93,4,98,96
CC(c1ccccc1)N(NC(=O)C(O)(c1ccccc1)c1ccccc1)C(=O)c1ccccc1 (stereo not given),5,0,-10,3,80,16,105,86
CC(NC(=O)C(=O)N/N=C/c1ccc(Cl)cc1)c1ccccc1 (stereo not given),12,2,11,-2,112,-2,95,87
COCC1=C(C(=O)OC)C(c2cccs2)n2ncnc2N1 (stereo not given),6,2,7,-5,96,-3,97,91
CC(C(=O)NCC1CCCCC1)N(C)Cc1ccc(Br)cc1 (stereo not given),-5,1,-6,4,115,-2,99,109
Cn1c(=O)c2cn(-c3ccc4c(c3)OCCO4)cc2n(C)c1=O,12,10,13,3,106,3,101,103
CC1(C)C(=O)Nc2ccccc2N1C(=O)COC(=O)c1cc(Cl)cc(Cl)c1,·,1,-3,0,94,·,99,99
CCCn1cc([C@@H]2C[C@H]3CN(Cc4cccc(Cl)c4)C(=O)[C@]34CCCN24)c(C)n1,5,-2,0,11,107,14,99,100
CC(=O)NCCN=C(C)c1sc2ccccc2c1O,-25,34,-47,-24,92,-4,98,97
O=C(Nc1ccc2nn(-c3ccccc3)nc2c1)c1cccs1,20,-7,9,1,103,12,96,98
CC(C)c1ccc(C(=O)CC2(O)C(=O)N(CN3CCOCC3)c3ccccc32)cc1 (stereo not given),11,7,-2,3,89,-3,90,92
C/C(N)=C(/C#N)C(=O)COC(=O)CNS(=O)(=O)c1c(F)cccc1F,-10,3,8,-14,76,0,104,96
CCCCCSc1nnc(-c2ccccc2N)c(=O)[nH]1,7,-7,9,-7,89,-9,112,114
COc1ccc(S(=O)(=O)N2CCC(C(=O)Nc3nccs3)CC2)cc1,-6,4,-2,4,102,-3,97,102

# A portion of the results above, as a working copy:
SMILES,ZTA DNA inh,AHR act,procasp7 counter,procasp3 activ,LAP4-GFP MLPCN,EBNA-1 inh,RPL19A-GFP yeast,MEP2-GFP yeast
CC(NC(=O)C(=O)N/N=C/c1ccc(Cl)cc1)c1ccccc1 (stereo not given),12,2,11,-2,112,-2,95,87
COCC1=C(C(=O)OC)C(c2cccs2)n2ncnc2N1 (stereo not given),6,2,7,-5,96,-3,97,91
CC(C(=O)NCC1CCCCC1)N(C)Cc1ccc(Br)cc1 (stereo not given),-5,1,-6,4,115,-2,99,109
Cn1c(=O)c2cn(-c3ccc4c(c3)OCCO4)cc2n(C)c1=O,12,10,13,3,106,3,101,103
